dFosB act: mouse delta FosB homodimer activation; P13346; purified delta FosB, TAMRA-CDK5 oligo fluorescence polarization; percent of positive-control signal above neutral wells; activation, % at 25 µM; 340,000 tested, 0.99% active;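 active = mean activation above about 17%, with every replicate also reaching it, limit read from the data, passing the limit was not always enough; inconclusive = only one of the two conditions met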;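 also: fluorescence polarization rise as delta FosB binds a TAMRA Cdk5 AP-1 oligo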
PfHsp90 yeast 2: inhibits growth of yeast expressing Plasmodium falciparum Hsp90; S. cerevisiae expressing PfHsp90, BacTiter-Glo ATP, 48 h; yeast lacking PDR1 and PDR3 efflux regulators; AID 504621; inhibition, % at 9.4 µM; 310,000 tested, 0.32% active;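 active = every replicate shows inhibition above about 80%, whatever the replicate mean, limit read from the data; inconclusive = mean inhibition reaches the set limit but some replicate falls short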;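 also: 0% = DMSO neutral controls and 100% = 20 µM radicicol positive controls; yeast relying on Plasmodium falciparum Hsp90 in place of its own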
PvdQ acylase: blocks Pseudomonas aeruginosa PvdQ acylase activity. purified PvdQ acylase, fluorescence plate reader. inhibition, % at 10 µM. 340,000 tested, 0.063% active; in the data active = inhibition above about 30%, passing the limit was not always enough; inconclusive = no clear call, values can overlap the other calls;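 also: 0% = vehicle neutral wells and 100% = reference inhibitor wells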
MITF TRPM1 HTS: increases MITF-driven TRPM1 promoter luciferase signal; SK-MEL-5 TRPM1-promoter luciferase, 24 h; % of positive control, neutral wells = 0; AID 588334; activation, % at 12.5 µM; 300,000 tested, 0.75% active;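 active = mean activation of at least 80% with every replicate also reaching 80%; inconclusive = mean reaches 80% but some replicate falls short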;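 also: 0% = neutral control wells and 100% = parthenolide positive control wells; values of inactives mirror those of a sister screen read the other way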
NSD2 HMT inh: NSD2 (human) methyltransferase inhibition; O96028; inhibition, % at 12.5 µM; NSD2 peptide methylation, AlphaScreen, 120 min; 310,000 tested, 0.54% active; AID 743445; in the data active = inhibition above about 50%
Target sequence (O96028 whole entry, looked up): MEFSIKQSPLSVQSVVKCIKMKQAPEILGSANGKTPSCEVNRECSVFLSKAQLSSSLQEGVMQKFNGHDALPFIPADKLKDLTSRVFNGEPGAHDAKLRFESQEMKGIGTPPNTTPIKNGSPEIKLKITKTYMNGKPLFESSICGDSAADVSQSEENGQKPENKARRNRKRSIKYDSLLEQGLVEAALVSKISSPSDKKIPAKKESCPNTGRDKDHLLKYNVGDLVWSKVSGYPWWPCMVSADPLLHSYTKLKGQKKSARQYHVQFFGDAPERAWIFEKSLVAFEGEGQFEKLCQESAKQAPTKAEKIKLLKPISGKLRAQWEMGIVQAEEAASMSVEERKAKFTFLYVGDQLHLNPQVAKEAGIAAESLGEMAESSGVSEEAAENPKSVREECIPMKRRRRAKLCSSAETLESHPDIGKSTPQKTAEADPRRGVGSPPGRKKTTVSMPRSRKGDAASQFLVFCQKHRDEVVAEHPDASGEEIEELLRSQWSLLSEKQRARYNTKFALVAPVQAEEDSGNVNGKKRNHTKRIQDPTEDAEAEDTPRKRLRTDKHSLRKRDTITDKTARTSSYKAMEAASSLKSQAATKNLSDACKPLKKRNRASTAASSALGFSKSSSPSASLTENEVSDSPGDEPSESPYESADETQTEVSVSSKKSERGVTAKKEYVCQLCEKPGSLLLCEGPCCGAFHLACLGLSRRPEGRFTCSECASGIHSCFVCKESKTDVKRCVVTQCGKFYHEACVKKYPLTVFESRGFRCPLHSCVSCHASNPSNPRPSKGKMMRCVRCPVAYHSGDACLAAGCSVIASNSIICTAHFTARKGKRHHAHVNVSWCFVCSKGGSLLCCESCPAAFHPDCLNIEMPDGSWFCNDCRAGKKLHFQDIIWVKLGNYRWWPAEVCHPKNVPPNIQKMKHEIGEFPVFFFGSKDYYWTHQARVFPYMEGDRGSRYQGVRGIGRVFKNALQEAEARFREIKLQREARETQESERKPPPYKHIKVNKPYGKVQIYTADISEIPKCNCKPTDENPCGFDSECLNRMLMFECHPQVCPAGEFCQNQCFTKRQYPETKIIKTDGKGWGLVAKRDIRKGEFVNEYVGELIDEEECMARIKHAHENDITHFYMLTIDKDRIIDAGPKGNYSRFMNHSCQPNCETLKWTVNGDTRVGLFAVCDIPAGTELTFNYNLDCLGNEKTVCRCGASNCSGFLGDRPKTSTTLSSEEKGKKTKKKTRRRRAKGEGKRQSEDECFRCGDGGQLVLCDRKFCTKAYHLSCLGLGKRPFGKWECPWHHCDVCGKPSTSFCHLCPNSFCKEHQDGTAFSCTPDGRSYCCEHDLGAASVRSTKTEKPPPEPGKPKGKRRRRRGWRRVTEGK
Rtt109 HAT inh: blocks Candida albicans Rtt109/Vps75 acetyltransferase activity; purified Rtt109/Vps75, ThioGlo CoA-SH fluorescence, 4 h; 330,000 tested, 0.16% active; inhibition, % at 34.9 µM; AID 540336; Q5AAJ8;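 active = inhibition of at least 50% in every replicate; inconclusive = best replicate reaches 50% inhibition but some replicates fall short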
SR-BI uptake up: activators of SR-BI mediated HDL lipid uptake; activation, % at 12.5 µM; 320,000 tested, 0.096% active; CHO ldlA[mSR-BI] cells, DiI-HDL uptake fluorescence, 3 h; 100 = double the neutral-control signal;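 active = mean replicate activation of at least 60% and every replicate at or above 60%; inconclusive = mean or all-replicate condition met, but not both; inactive = mean below 60% and not all replicates reaching 60%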;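 also: 0% = median plate neutral-control signal and 100% = twice that signal; values of inactives mirror those of a sister screen read the other way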
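Test system: SR-BI-overexpressing, LDLR-lacking CHO cells; Medium: Ham's F12 with 0.5% BSA, HEPES 25 mM, pH 7.4; Schedule: 3 h, 37 °C; Technique: bottom-read fluorescence, 550/595 nm.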
SR-BI HDL uptake: mouse SR-BI HDL lipid transfer inhibition. Q61009. ldlA[mSR-BI] CHO cells, DiI-HDL uptake fluorescence, 3 h. inhibition, % at 12.5 µM. 320,000 tested, 0.96% active;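 active = mean replicate inhibition of at least 70% and a set share of replicates each scoring 70 or more; inconclusive = meets just one of the two criteria; inactive = fails both criteria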;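 also: 0% = median of neutral control wells and 100% = median of positive control wells; values of inactives mirror those of a sister screen read the other way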
CAL PDZ FP-1: blocks peptide binding to human CAL PDZ domain | Q9HD26 | purified CAL PDZ, TMR-peptide fluorescence polarization, 1 h | inhibition, % at 20 µM | 330,000 tested, 0.02% active | AID 504414;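 active = highest replicate inhibition of at least 40%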;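 also: plate controls were DMSO neutral control wells for no effect and unlabeled competitor peptide control wells for full effect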
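Control set: unlabelled peptide and DMSO controls / Material: purified CerCALP PDZ construct / Timing: 1 h incubation at room temperature before polarization reading / Doses: 20 µM, one dose / Detection: fluorescence polarization (mP)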
CAL PDZ FP-2: CAL PDZ (human) peptide binding inhibition. Q9HD26. purified CAL PDZ, TMR-peptide fluorescence polarization, 1 h. inhibition, % at 24.9 µM. 300,000 tested, 0.92% active. AID 602252;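 active = mean inhibition of at least 30% with at least half of replicates also reaching 30%; inconclusive = no clear call, values can overlap the other calls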;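 also: 0% = DMSO neutral control and 100% = excess unlabeled competitor peptide PRC23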
The depositor's hits bear a star; ? = inconclusive; / = no result given; + = active, no number. Rows were taken by chance (roughly 4.3% active in at least one column).

SMILES | dFosB act | PfHsp90 yeast 2 | PvdQ acylase | MITF TRPM1 HTS | NSD2 HMT inh | Rtt109 HAT inh | SR-BI uptake up | SR-BI HDL uptake | CAL PDZ FP-1 | CAL PDZ FP-2
O=C(NCCc1c[nH]c2ccccc12)c1ccc(S(=O)(=O)NCc2ccco2)cc1 | -4 | / | -9 | / | 0 | 4 | 7 | -7 | -1.3 | -2
C#CCCC(=O)c1ccccc1/C=[N+](\[O-])c1ccccc1 | -8 | -5 | 1 | -12 | / | 0 | 30 | -30 | -0.1 | -4
Cc1ccccc1OCc1n[nH]c(=S)n1-c1cccc(Cl)c1 | 0 | -21 | -5 | / | 2 | -1 | -5 | 5 | -0.1 | -5
COc1ccc(/C=C/c2c(-c3ccc(OC)cc3)oc(=O)c3cc(OC)c(OC)cc23)cc1 | 10 | 2 | -9 | 21 | / | -7 | -48 | 48 | -0.1 | -5
N=C1C(=O)NC(=O)C1c1ccccc1 (configuration not stated) | 0 | 2 | 0 | 6 | -1 | 1 | 6 | -6 | -0.6 | -1
O=[N+]([O-])c1ccc2nc(CCCO)[nH]c2c1 | -2 | -15 | -13 | 1 | -5 | 1 | -15 | 15 | 0.6 | 7
CC(=O)c1c(N2CCOCC2)nc2ccc(Br)cc2c1-c1ccccc1 | -20 | 4 | -15 | / | 0 | 3 | -38 | 38 | 0.0 | /
CCOC(=O)c1ccccc1NC(=O)c1ccc(N(C)S(C)(=O)=O)cc1 | 6 | -8 | -8 | 3 | -2 | / | -13 | 13 | -2.4 | -2
CCc1nnc(NC(=O)CSc2nnc(-c3ccc(S(=O)(=O)N(CC)CC)cc3)n2CC)s1 | -12 | 12 | -14 | / | 0 | 6 | 12 | -12 | -0.8 | -3
c1coc(CN(Cc2cccs2)Cc2nnnn2C2CCCCC2)c1 | -4 | -21 | -17 | -8 | / | -9 | 1 | -1 | -1.0 | -3
S=C(NCCCN1CCOCC1)N1CCN(c2ccccc2)CC1 | -1 | 9 | -7 | / | -2 | -4 | 9 | -9 | -0.4 | -1
O=c1oc2ccc(Cl)cc2nc1/C=C(\O)c1ccco1 | 4 | 4 | 4 | -1 | 0 | 8 | 21 | -21 | 0.5 | 3
C=CCn1c(SCc2ccc([N+](=O)[O-])cc2)nnc1C(C)NC(=O)c1ccccc1 (configuration not stated) | -6 | / | -7 | -7 | -1 | 4 | -2 | 2 | -0.4 | -5
O=C(NCCc1cccs1)C1CC(c2cccc([N+](=O)[O-])c2)=NO1 (configuration not stated) | 3 | -7 | 0 | 3 | / | -4 | 1 | -1 | -0.5 | 0
COc1cc(C(=O)NCCN=C2NS(=O)(=O)c3ccccc32)cc(OC)c1OC | 0 | -10 | -5 | -8 | -3 | -15 | 17 | -17 | -0.1 | 0
CCc1ccc(C(C)NC(=O)/C(C#N)=C\c2cn[nH]c2-c2ccccc2)cc1 (configuration not stated) | -14 | -3 | -3 | -12 | 2 | 3 | -6 | 6 | / | -3
Cc1nc(-c2ccccc2)sc1C(=O)CSc1ccc(Br)cc1 | -4 | / | 0 | -9 | 1 | -6 | 44 | -44 | -0.7 | -6
Cc1ccc(S(=O)(=O)Cc2ccc(C(=O)O)o2)cc1 | -10 | 13 | -7 | 4 | 40 | -14 | 12 | -12 | -2.7 | -1
Cc1ccccc1NC(=O)Cn1cnc2c(oc3nc4c(cc32)CCCC4)c1=O | -7 | 9 | -10 | 7 | 0 | 1 | 6 | -6 | -2.2 | -1
Cc1ccc(NS(=O)(=O)c2c(C(=O)N3CCCCCC3)c(C)n(C)c2C)c(C)c1 | -6 | 6 | -2 | 11 | 8 | 4 | 23 | -23 | -2.0 | 8
COc1cccc(NC(=O)c2ccc(S(=O)(=O)N3CCCC3)cc2)c1 | -8 | -12 | 2 | 4 | -2 | 7 | 3 | -3 | -3.4 | -8
N#CC1=C(N)Oc2cc3ccccc3cc2C1c1cccs1 (configuration not stated) | -8 | 22 | -11 | -19 | 3 | -9 | -31 | 31 | 0.0 | -5
Cc1[nH]n(-c2ccc([N+](=O)[O-])cc2)c(=O)c1C=NCCN1CCN(C(=O)c2cccc(F)c2)CC1 | -6 | 84* | 2 | -1 | 5 | 13 | -69 | 69 | -0.4 | -3
O=C(CNC(=O)c1ccco1)OCC(=O)c1ccccc1 | 7 | / | 1 | 17 | 0 | -3 | 21 | -21 | 0.7 | /
O=C(COc1ccc(Cl)cc1Cl)NC1CCSC1=O (configuration not stated) | -3 | -1 | -8 | 94* | -3 | -12 | -19 | 19 | -1.1 | -2
COc1ccccc1NC(=S)N/N=C/c1ccc(O)cc1 | 1 | -19 | 9 | ? | 2 | 4 | -46 | 46 | -1.8 | -3
NS(=O)(=O)c1ccc(CCNC(=O)C2CCN(C(=O)Nc3ccccc3)CC2)cc1 | 4 | -6 | 7 | -11 | -6 | -18 | 9 | -9 | 0.0 | -4
C=CCOc1ccc(C=Nc2ccc(Cl)cc2)c(O)c1 | -3 | 1 | 0 | -2 | -1 | 1 | 7 | -7 | -0.6 | 1
O=C(NCc1ccccn1)c1ccc2c(=O)n(CCc3ccccc3)c(=O)[nH]c2c1 | -5 | -25 | -5 | 12 | -1 | 4 | / | / | -0.7 | -2
O=C(NC1CCN(C(=O)c2cccs2)CC1)c1ccccc1 | -2 | 4 | -2 | / | -1 | 8 | 1 | -1 | -0.2 | 1
CC(C)N(C(=O)CN1CCC(c2nc3ccccc3[nH]2)CC1)C(C)C | 2 | -10 | 12 | 7 | -4 | 28 | 13 | -13 | -2.3 | 2
CCOC(=O)C1CCN(Cc2ccc(O)c3ncccc23)CC1 | -4 | / | -14 | / | 4 | 2 | -12 | 12 | -0.2 | 0
CC(C)NC(=S)N/N=C/c1ccc(N2CCOCC2)cc1 | -7 | -7 | -2 | 1 | 1 | -4 | -2 | 2 | -2.8 | -4
CC(=O)c1c(C)[nH]c(C(=O)N2CCN(S(=O)(=O)c3ccc(F)c(F)c3)CC2)c1C | -6 | 26 | -3 | 9 | / | -3 | 30 | -30 | 0.2 | -4
O=C(Nc1ccccc1Cl)c1ccccc1S(=O)(=O)c1ccccc1[N+](=O)[O-] | -6 | 6 | 5 | -3 | 23 | 23 | -4 | 4 | -3.1 | -2
O=C(Nc1ccc(CN2CCOCC2)cc1)c1cccs1 | -12 | 12 | -10 | 71 | 2 | -4 | 20 | -20 | -1.8 | /
O=c1oc2ccccc2c2c1ncn2C1CCCCC1 | -14 | -69 | -18 | 3 | 3 | 11 | -8 | 8 | -2.0 | /
COCCNC(=O)COC(=O)c1ccc(S(=O)(=O)N2CCOCC2)cc1 | 5 | 13 | -8 | 14 | 4 | -6 | -5 | 5 | -0.7 | -4
Cc1cc(C)c(NC(=O)NC(=O)c2cccc(F)c2)c(C)n1 | -1 | / | -2 | / | 3 | 1 | -16 | 16 | -3.4 | -3
O=C(c1ccc2c(c1)OCO2)N1CCC2(CC1)Oc1ccc(Cl)cc1C(=O)C21CC(c2cccnc2)=NO1 (configuration not stated) | 5 | 0 | 7 | 4 | / | 3 | -11 | 11 | -0.6 | 1
CCS(=O)(=O)N1CCN(S(=O)(=O)c2ccc(Cl)s2)CC1 | -5 | -10 | -8 | -9 | 33 | 6 | 10 | -10 | -0.7 | -2
COc1cccc(NS(=O)(=O)NC(=O)c2c[nH]c3ccccc23)c1 | -2 | 9 | -15 | 1 | 5 | -2 | 16 | -16 | -2.5 | -5
Cc1ccc2c(c1)C(c1ccccc1)C(=O)O2 (configuration not stated) | -11 | -15 | -6 | -2 | 1 | 7 | -3 | 3 | 1.2 | 2
CC(C)(C)c1ccccc1NC(=O)N1CCNC(=O)C1CC(=O)Nc1ccc(F)cc1 (configuration not stated) | -4 | 20 | -26 | -5 | 0 | -4 | 13 | -13 | 0.9 | 3
COc1ccc(COC(=O)C2CC(=O)N(Cc3ccccc3)C2)cc1 (configuration not stated) | 6 | -3 | -14 | 1 | 30 | -4 | 7 | -7 | 0.3 | +
Cc1nc(-c2ccc(Cl)cc2)sc1C1(C)CC(c2cccc(Cl)c2)=NO1 (configuration not stated) | 5 | -32 | -13 | 39 | / | 2 | -7 | 7 | -0.4 | -1
Cc1ccccc1OCCC(=O)NNC(=O)c1ccccc1F | 0 | -4 | -5 | -4 | -3 | -8 | 12 | -12 | 0.3 | -3
COc1cc(C(=O)NNC(=O)C2CSC3(C)CCC(=O)N23)cc(OC)c1OC (configuration not stated) | 3 | / | -19 | -7 | -3 | 7 | 2 | -2 | 1.1 | 1
COc1ccc(C2c3ccc4ccccc4c3Oc3ncn(CCCO)c(=N)c32)cc1 (configuration not stated) | -21 | 4 | -17 | / | 2 | -2 | -2 | 2 | -2.5 | /
COC(=O)c1c(C)[nH]c(C(=O)/C=C/c2ccccc2)c1C | -6 | -14 | -11 | 76 | 3 | -4 | -19 | 19 | -1.4 | -9
O=C1CC(C(=O)Nc2ccccc2)C2(CCCC2)O1 (configuration not stated) | -7 | / | 6 | / | 0 | 0 | 31 | -31 | -0.4 | -2
C=C(Cl)COc1ccc2c(C)cc(=O)oc2c1 | -9 | -40 | -3 | 25 | -3 | -9 | -9 | 9 | -1.3 | 0
CCNC(=S)N(Cc1cccs1)Cc1cc2cc(OCC)ccc2[nH]c1=O | 0 | 1 | 1 | 5 | 0 | 8 | 1 | -1 | -1.3 | -3
Cn1nnnc1Sc1ncnc2scc(-c3ccccc3Br)c12 | 12 | 16 | 2 | -57 | / | -1 | 11 | -11 | -1.2 | 7
COc1c(O[C@@H]2O[C@H](CO)[C@@H](O)[C@H](O)[C@H]2O)cc2c(c1OC)-c1ccc(SC)c(=O)cc1C(NC(C)=O)CC2 (some centres not stated) | -3 | -1 | 5 | 8 | / | 15 | -6 | 6 | -0.7 | -1
COc1ccc(N2C(=O)c3ccccc3NC23C(=O)N(C)c2ccccc23)cc1 (configuration not stated) | 1 | / | 12 | 5 | -5 | 3 | 28 | -28 | -2.3 | /
CCCCN(C(=O)CN1C(=O)C2CCCCC2C1=O)c1c(N)n(CCCC)c(=O)[nH]c1=O (configuration not stated) | -7 | / | -4 | 12 | -1 | 16 | 25 | -25 | -3.0 | -2

Source: PubChem BioAssay (Broad Institute)
